ER stress rescue: protection against thapsigargin-triggered cell killing – 384-well, CSM14.1, ATP luminescence, primary screen (AID 1222); cellular ATP content (survival), % at 20 µM, or EC50 in µM where a hit was titrated; 190,000 tested, under 10 active; CSM14.1 thapsigargin-induced death rescue, ATP luminescence; higher % means a stronger effect;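 active = EC50 below 50 µM in the dose-response confirmation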;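 note: death triggered by thapsigargin at about 15 µM added after 2 h compound pretreatment; cell ATP read after overnight thapsigargin exposure of roughly 18 to 22 hours; normalized against plate controls of thapsigargin alone and 5% DMSO vehicle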
T cell HTS: T cell immune modulation candidate | 2C CD8+ T cell-vesicle binding, flow cytometry; hits give low values | calls only at 7 µM | 0.068% of 330,000 active | AID 2052;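 active = response, share of CD8 T cells binding vesicles, and their 90th percentile fluorescence all below set limits, cut at about 80% in these data, passing the limit was not always enough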
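Benchmarks: naked versus QL9-loaded vesicles / Assay system: purified 2C TCR transgenic mouse naive CD8+ T cells / Technique: high-throughput flow cytometry with anti-B7-1 and anti-CD8 staining / Timing: Cell–vesicle co-incubation 1.5 h at 37 °C, staining 20 min on ice / Read-out: percent CD8+ FL2 mean versus row control / Probe or stimulus: QL9-loaded Drosophila micro-vesicles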
bCat nuc transl: beta-catenin nuclear translocation modulation; HeLa beta-catenin nuclear translocation, immunofluorescence imaging; nuclear translocation activity, % at 5 µM; 0.3% of 190,000 active;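 active = nuclear translocation activity above 50% at 5 µM, with a well cell count of 50 or more; inconclusive = wells under 50 cells across six images, flagged as toxic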;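 note: per-cell ratio of nuclear to cytoplasmic median beta-catenin stain intensity; plate controls were DMSO negative control for no effect and GSK-3 inhibitor IX positive control for full effect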
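Signal – beta-catenin immunofluorescence imaging with DAPI · Test system – human HeLa cell line · Dosing – 5 µM primary single dose, 0.1% DMSO, 0.02–20 µM confirmation series · Measure – % activation, nuclear-to-cytoplasmic median beta-catenin signal ratio per cell · Incubation – 24 h compound exposure at 37°C, 5% CO2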
MT stabilize HCS: microtubule stabilization, imaging screen | HeLa tubulin immunostaining HCS, 24 h; share of cells brighter than vehicle mean+2SD | % tubulin-high responders, % at 10 µM | 0.83% of 200,000 active | AID 2205;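 active = plate Z-score above 3 for both tubulin-high and condensed-nucleus cell shares, with cell loss under 80%, at 10 µM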;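 note: anti alpha tubulin signal scored within the nucleus-defined area of each cell; some results filed as inactive read as strong as hits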
Ins promoter up: MIN6 insulin promoter up-regulation; 0.3% of 190,000 active; MIN6 insulin promoter-GFP reporter, high-content imaging; hits give high values; z-score at 5 µM; AID 1625;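 active = z-score above 3 at 5 µM with at least 500 cells counted in the well; inconclusive = wells under 500 cells, flagged as cytotoxic or low count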
PhoP inhibition: PhoP-dependent GFP reporter repression – Salmonella Typhimurium, primary screen (AID 1863); S. Typhimurium PhoP-regulated promoter GFP reporter, 4 h; higher % means a stronger effect; inhibition, % at 50 µM; hits with a dose series show IC50 in µM; 0.16% of 300,000 active;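 active = inhibition over 29.93%, a cutoff 3 SD above the screen mean, later confirmed by dose response; inconclusive = inhibition over 29.93% but no dose response follow-up; inactive = inhibition at most 29.93% or unconfirmed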;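 note: 0% = low Mg2+ inducing control and 100% = high Mg2+ repressing control; strong numbers were not always called active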
Autophagy HCS: autophagy modulation, high-content screen; MEF GFP-LC3 puncta imaging; test concentration mostly 10 µM; calls only at 10 µM (by protocol); 0.98% of 190,000 active; AID 463193;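 active = percentage of spot-positive cells more than 3 SD above its plate mean, without a fluorescence outlier flag or 80% toxicity; inconclusive = no clear call, values can overlap the other calls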;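 note: spot-positive cell cutoff set from DMSO-treated cells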
Dynein cargo inh: blocks dynein driven cargo transport along microtubules | 3617.4 mouse cells, GR-EGFP nuclear translocation imaging; test concentration mostly 20 µM; stimulated with dexamethasone, 1 µM; hits give low values | z-score, hits read low | 0.47% of 220,000 active | AID 1381;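 active = plate z-score of nuclear minus cytoplasmic receptor signal below a set negative limit, without overly bright fluorescence or cell loss, cut at about -3.5 in these data, passing the limit was not always enough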;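 note: z-score of nuclear minus cytoplasmic ring GR-EGFP intensity difference per well; some compounds called inactive have numbers as strong as hits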
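Buffer or medium – tet-free medium with charcoal-stripped serum · Signal – automated 10x imaging of fixed Hoechst-stained cells · Also added – dexamethasone agonist, 1.0 µM final, for 30 min · Incubation – induction 48 h, compound 1 h, agonist 30 min · Read-out – GR-EGFP nuclear translocation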
Hep lipid drop: modulators of hepatic lipid droplet formation; inhibition, % at 6.5 µM; 0.4% of 240,000 active; AML12 mouse hepatocytes, oleate lipid droplets, BODIPY imaging; AID 1656;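 active = lipid droplet intensity inhibited by at least 50%, with more than 500 cells counted; inconclusive = wells with under 300 cells, treated as cytotoxic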
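Test system: AML12 hepatocytes (mouse); reagent: oleate loading, 100 µM; dosing: one dose, 6.5 µM compound; incubation: overnight exposure; signal: fluorescence imaging, 20x objective, two fields per well; read-out basis: % inhibition of corrected integrated BODIPY droplet signal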
Dynein cargo inh cytoplasmic EGFP: recorded beside Dynein cargo inh, whose call it bears; z-score; measured here: cytoplasmic GR-EGFP intensity; hits give high values
Dynein cargo inh nuclear GR-EGFP: second read-out of Dynein cargo inh, no call of its own (marks repeat the call); z-score; measured here: nuclear GR-EGFP intensity;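 lower value marks the stronger effect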
Dynein cargo inh cell count: also measured in Dynein cargo inh; calls as there; z-score; measured here: cell count per field
Ins promoter up cell count: second read-out of Ins promoter up, no call of its own (marks repeat the call); cell count; measured here: cytotoxicity, nuclei count;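 total cells summed across four imaged fields per well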
Hep lipid drop cells 6.5 µM: second read-out of Hep lipid drop, no call of its own (marks repeat the call); cell count; measured here: cell count, cytotoxicity flag;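 cells counted across two imaged fields per well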
bCat nuc transl cell count 5 µM: also measured in bCat nuc transl; calls as there; cell count; measured here: cell count, cytotoxicity flag
T cell HTS vesicle-bound %: also measured in T cell HTS; calls as there; double positive events, %; measured here: CD8+ vesicle-bound cell fraction;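 binding gate set so that unloaded-vesicle control wells show 10% double positive cells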
MT stabilize HCS Hoechst-high %: further read-out of MT stabilize HCS, marked with its call; % Hoechst-high responders; measured here: nuclear condensation Hoechst responders;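 share of cells brighter than vehicle mean plus two SD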
MT stabilize HCS cytotoxicity %: recorded beside MT stabilize HCS, whose call it bears; toxicity, %; measured here: cytotoxicity by cell density;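 0% = mean cell density of plate MIN control wells and 100% = no cells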
Autophagy HCS cell loss 18 h: further read-out of Autophagy HCS, marked with its call; toxicity, %; measured here: cell loss, nuclei count;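 cell loss after 18 h compound exposure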
Numbers without * were called inactive; i = inactive; ? = inconclusive; · = no result given.

SMILES	ER stress rescue	T cell HTS	T cell HTS vesicle-bound %	bCat nuc transl	bCat nuc transl cell count 5 µM	MT stabilize HCS	MT stabilize HCS Hoechst-high %	MT stabilize HCS cytotoxicity %	Ins promoter up	Ins promoter up cell count	PhoP inhibition	Autophagy HCS	Autophagy HCS cell loss 18 h	Dynein cargo inh	Dynein cargo inh cytoplasmic EGFP	Dynein cargo inh nuclear GR-EGFP	Dynein cargo inh cell count	Hep lipid drop	Hep lipid drop cells 6.5 µM
Cc1ccc(Sc2cc(Cl)nc(N)n2)cc1	0.1%	i	50.9	6.2	1270	2.9	1.3	2.1	0.49	1569	6.0%	i	-21.2	1.24	-0.13	1.43	-0.624	·	·
CCOc1cc(/C=N/n2cnnc2)c(Br)cc1O	4.6%	i	9.0	·	·	6.0	2.7	7.1	·	·	-5.0%	i	14.7	-0.494	-0.187	0.0139	0.0315	·	·
O=C(Nc1c(C(=O)Nc2cccc3ccccc23)cnn1-c1ccccc1)c1ccco1	-1.4%	i	26.9	1.0	891	2.9	1.4	1.3	-0.36	972	-1.3%	i	-8.0	-0.396	-0.136	-0.723	1.1	-5.5	736
Cc1cccc(CC2SC(N3CCN(c4ccccc4)CC3)=NC2=O)c1 (stereo unspecified)	-3.5%	i	49.4	0.5	951	2.1	2.0	0.6	-0.08	1146	-1.0%	i	12.9	-0.313	-0.229	0.0027	0.269	-52.4	464
Nc1n[nH]c(-c2ccccc2[N+](=O)[O-])n1	-2.8%	i	22.5	-1.7	560	2.7	1.8	8.5	-0.07	1376	-4.3%	i	3.1	1.16	0.114	1.17	-1.93	-1.4	701
CS(=O)(=O)N(CC(=O)Nc1ccc(S(=O)(=O)N2CCOCC2)cc1)c1ccccc1Cl	-0.2%	i	55.3	-0.7	1518	1.2	0.5	5.9	-0.09	1485	3.3%	i	4.8	-0.489	-0.227	-0.18	0.954	25.8	660
CCOc1ccccc1NC(=S)NC(=O)CCCOc1ccc(Cl)cc1Cl	-0.2%	i	19.5	·	·	2.6	1.8	6.4	·	·	-1.8%	i	33.4	1.31	0.172	1.28	-1.5	-1.2	810
Cc1cccc(Oc2c(C=O)c3ccccc3n2C)c1	2.7%	i	28.5	·	·	3.4	2.0	6.7	·	·	-2.9%	i	-25.1	-0.262	-0.203	-0.254	-0.349	·	·
COc1ccc(Cl)cc1C(=O)Nn1c(-c2cccs2)nc2ccccc2c1=O	-8.6%	i	50.0	-4.3	476	1.8	2.0	8.4	0.31	1089	-26.2%	i	-7.2	-0.175	-0.247	-0.00775	0.0799	-1.9	676
Cc1ccc(NC(=O)c2ccccc2-c2cc(C)no2)cc1	-2.4%	i	60.2	-1.1	936	2.7	2.1	7.9	0.67	1539	-1.0%	i	-22.6	-0.635	-0.202	-0.312	0.729	8.3	695
CCOC(=O)c1c(NC(=O)C2C3CCC(O3)C2C(=O)O)sc(C)c1-c1ccc(C)cc1 (stereo unspecified)	-0.3%	i	41.6	·	·	3.7	2.3	3.1	·	·	2.4%	i	13.3	0.572	-0.185	0.164	-0.174	·	·
CCC(C)Cn1c(C(C)O)nc2ccccc21 (stereo unspecified)	2.7%	i	34.8	-0.4	1135	0.8	1.5	4.1	1.41	1025	-5.4%	i	-0.7	-0.0247	-0.0532	-0.0156	0.217	-0.1	741
CCOC(=O)c1nc(-c2ccccc2)oc1N(C)C	-2.6%	i	26.9	-1.7	1151	4.4	2.3	7.7	-1.18	1267	-5.1%	i	0.0	1.31	-0.146	1.3	-0.767	2.0	779
O=C(CNC(=S)N(CCCN1CCOCC1)Cc1cccs1)NC1CCCC1	-0.1%	i	43.1	-1.9	1133	4.8	2.3	8.9	-0.58	1277	-0.2%	i	-1.2	0.717	-0.305	0.614	-0.168	2.8	694
Cc1cccc(Cn2c(SCCN3CCCCC3)nc3c2c(=O)[nH]c(=O)n3C)c1	·	i	39.1	2.7	1061	·	·	·	?	·	8.2%	·	·	-0.44	-0.782	0.0875	0.0256	-15.1	600

Copied from the results shown (7 entries):
SMILES	ER stress rescue	T cell HTS	T cell HTS vesicle-bound %	bCat nuc transl	bCat nuc transl cell count 5 µM	MT stabilize HCS	MT stabilize HCS Hoechst-high %	MT stabilize HCS cytotoxicity %	Ins promoter up	Ins promoter up cell count	PhoP inhibition	Autophagy HCS	Autophagy HCS cell loss 18 h	Dynein cargo inh	Dynein cargo inh cytoplasmic EGFP	Dynein cargo inh nuclear GR-EGFP	Dynein cargo inh cell count	Hep lipid drop	Hep lipid drop cells 6.5 µM
Cc1ccc(Sc2cc(Cl)nc(N)n2)cc1	0.1%	i	50.9	6.2	1270	2.9	1.3	2.1	0.49	1569	6.0%	i	-21.2	1.24	-0.13	1.43	-0.624	·	·
CCOc1cc(/C=N/n2cnnc2)c(Br)cc1O	4.6%	i	9.0	·	·	6.0	2.7	7.1	·	·	-5.0%	i	14.7	-0.494	-0.187	0.0139	0.0315	·	·
O=C(Nc1c(C(=O)Nc2cccc3ccccc23)cnn1-c1ccccc1)c1ccco1	-1.4%	i	26.9	1.0	891	2.9	1.4	1.3	-0.36	972	-1.3%	i	-8.0	-0.396	-0.136	-0.723	1.1	-5.5	736
Cc1cccc(CC2SC(N3CCN(c4ccccc4)CC3)=NC2=O)c1 (stereo unspecified)	-3.5%	i	49.4	0.5	951	2.1	2.0	0.6	-0.08	1146	-1.0%	i	12.9	-0.313	-0.229	0.0027	0.269	-52.4	464
Nc1n[nH]c(-c2ccccc2[N+](=O)[O-])n1	-2.8%	i	22.5	-1.7	560	2.7	1.8	8.5	-0.07	1376	-4.3%	i	3.1	1.16	0.114	1.17	-1.93	-1.4	701
CS(=O)(=O)N(CC(=O)Nc1ccc(S(=O)(=O)N2CCOCC2)cc1)c1ccccc1Cl	-0.2%	i	55.3	-0.7	1518	1.2	0.5	5.9	-0.09	1485	3.3%	i	4.8	-0.489	-0.227	-0.18	0.954	25.8	660
CCOc1ccccc1NC(=S)NC(=O)CCCOc1ccc(Cl)cc1Cl	-0.2%	i	19.5	·	·	2.6	1.8	6.4	·	·	-1.8%	i	33.4	1.31	0.172	1.28	-1.5	-1.2	810

New compounds follow.
SMILES	ER stress rescue	T cell HTS	T cell HTS vesicle-bound %	bCat nuc transl	bCat nuc transl cell count 5 µM	MT stabilize HCS	MT stabilize HCS Hoechst-high %	MT stabilize HCS cytotoxicity %	Ins promoter up	Ins promoter up cell count	PhoP inhibition	Autophagy HCS	Autophagy HCS cell loss 18 h	Dynein cargo inh	Dynein cargo inh cytoplasmic EGFP	Dynein cargo inh nuclear GR-EGFP	Dynein cargo inh cell count	Hep lipid drop	Hep lipid drop cells 6.5 µM
CCOc1ccccc1N(CC)C(=O)Cn1ncc2c(=O)oc3ccccc3c21	-0.8%	i	33.9	-2.8	1142	3.9	2.6	6.4	0.35	1298	10.2%	i	11.3	1.48	-0.238	1.12	0.744	-40.5	704
OCCNc1nc(-c2ccccc2)nc2c1oc1ccccc12	·	i	29.6	-0.8	1347	·	·	·	·	·	-1.1%	·	·	0.0116	-0.085	0.418	0.165	-8.9	694
COc1ccc(Cl)cc1NC(=O)c1ocnc1C	-1.2%	i	12.6	3.1	1342	2.2	1.2	6.5	0.04	1591	4.8%	i	0.0	-1.2	-0.259	-0.423	0.345	·	·
Cc1ccc(Cl)cc1N1CCN(C(=O)Cc2c(C(=O)O)[nH]c3ccccc23)CC1	6.4%	i	10.1	-4.3	1103	2.5	1.0	3.1	0.91	886	-2.0%	i	-6.1	0.458	-0.0803	0.823	-0.398	-13.7	739
CC(C)N(CCNCC(O)COc1ccc(C(C)(C)c2ccccc2)cc1)C(C)C (stereo unspecified)	-3.5%	i	24.1	5.1	973	2.6	2.9	4.8	0.03	1026	2.2%	i	0.4	-0.681	-0.297	0.0564	0.683	1.2	663
CCOC(=O)C1=C(N)OC2=C(C(=O)CC(C)(C)C2)C1c1cccs1 (stereo unspecified)	-0.7%	i	21.6	-0.7	1184	3.6	2.4	4.8	0.14	1342	0.3%	i	-12.8	-0.147	0.242	-0.169	-0.307	1.5	702
CCOC(=O)C1CN(S(=O)(=O)c2cccc(C(F)(F)F)c2)c2cc(CC(=O)OC)ccc2O1 (stereo unspecified)	13.0%	i	35.3	-0.4	1398	1.6	1.2	7.7	1.21	1399	-6.2%	i	-0.5	0.126	-0.231	-0.154	0.327	·	·
C=CCn1c(C)c(C(C)=O)c(N2CCN(c3ccccc3)CC2)nc1=S	-1.8%	i	56.2	-3.4	1383	3.0	1.8	2.8	-0.18	1458	-9.6%	i	-3.1	-0.418	0.392	0.182	0.195	·	·
Cc1ccc(N(CC(=O)Nc2ccccc2-c2ccccc2)S(=O)(=O)c2ccccc2)cc1	2.3%	i	39.1	-0.1	1429	2.3	1.9	10.7	-0.29	1574	2.1%	i	1.3	1.26	0.064	1.01	-0.648	·	·

Screens (PubChem)
